Screens as filed in PubChem BioAssay.
SMN2 splice up = SMN2 splice variant enhancement; 210,000 tested, 2.8% active; Potency, µM (highest dose often 46.1 µM), for inactives: at the top dose activity change, positive = activation, most hits filed as activators; HEK293 SMN2-luciferase splicing reporter, luminescence, 30-36 h; note: % of control where 0% means no effect; nearly all actives have a fitted effect of over 55% in size
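HEK293 cells carry an SMN2 minigene-luciferase reporter in which exon 7 inclusion puts luciferase in frame. Cells were seeded at 2000 cells/well, attached for 10-12 hours, then exposed to compounds for 30-36 hours at 37C before ONE-Glo luminescence.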
RECQ1 inh = blocks DNA unwinding by human RECQ1. Potency, µM (top dose mostly 57.3 µM), for the others: at the top dose activity, negative = inhibition, usual class: inhibitors. AID 2549. P46063. RECQ1 DNA unwinding, red fluorescence kinetic read. 240,000 tested, 0.54% active;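 note: plate controls were vehicle for no effect and no enzyme for full effect; nearly all actives have a fitted effect of over 30% in size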
Target sequence (P46063 whole entry, looked up): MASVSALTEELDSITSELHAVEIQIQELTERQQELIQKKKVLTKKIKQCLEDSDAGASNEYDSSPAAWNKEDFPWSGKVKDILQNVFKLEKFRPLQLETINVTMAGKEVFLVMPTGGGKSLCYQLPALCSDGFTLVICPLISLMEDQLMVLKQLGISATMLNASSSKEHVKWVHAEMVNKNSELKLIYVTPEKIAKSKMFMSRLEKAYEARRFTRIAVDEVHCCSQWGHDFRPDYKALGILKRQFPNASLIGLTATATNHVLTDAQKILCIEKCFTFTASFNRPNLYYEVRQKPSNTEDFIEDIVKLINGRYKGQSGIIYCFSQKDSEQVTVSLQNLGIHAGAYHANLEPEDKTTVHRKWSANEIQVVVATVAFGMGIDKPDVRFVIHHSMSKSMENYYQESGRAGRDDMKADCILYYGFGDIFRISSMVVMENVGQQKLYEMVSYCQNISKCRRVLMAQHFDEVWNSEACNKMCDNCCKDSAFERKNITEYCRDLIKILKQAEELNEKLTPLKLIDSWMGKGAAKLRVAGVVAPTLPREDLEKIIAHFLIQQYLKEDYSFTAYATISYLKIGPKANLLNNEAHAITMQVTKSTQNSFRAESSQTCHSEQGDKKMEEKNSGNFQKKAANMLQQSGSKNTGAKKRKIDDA
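RECQ1T1 50 nM; forked duplex (20 bp + 30-nt ss tails) 200 nM, ATP 2 mM final; pH 8.0, 2 mM MgCl2, 2.5 ug/ml poly(dI-dC); 15 min compound preincubation; discontinuous kinetic read over 2 h at RT.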
Luc counter = Kinase-Glo luciferase inhibition (counter-screen) | Kinase-Glo luciferase, ATP luminescence, 8 min | Q27757 | 200,000 tested, 0.28% active | AID 1379 | Potency, µM (doses to about 38.3 µM), without a hit: at the highest dose activity change, negative = inhibition, actives largely listed as inhibitors; note: % is set by controls: 0 for no effect and ±100 for the full control effect; nearly all actives have a fitted effect of over 60% in size
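Kinase-Glo luciferase light output from ATP and luciferin was measured with 10 uM ATP, within the enzyme's linear range. Buffer: 50 mM imidazole pH 7.2, 50 mM KCl, 7 mM MgCl2, 0.01% Tween 20, 0.05% BSA; luminescence read after 8 min at ambient temperature.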
KDM4E inh = JMJD2E (human) inhibition; JMJD2E catalytic domain, FDH-coupled NADH fluorescence (FDH is formaldehyde dehydrogenase); Potency, µM (top dose mostly 57.1 µM), without a hit: top-dose activity change, negative = inhibition, most hits filed as inhibitors; 230,000 tested, 1.6% active; AID 2147; active = well fitted inhibition curve with a large enough effect, not every such curve was filed as active; inconclusive = small, poorly fitted or top-dose-only effect, or another doubt; inactive = no such curve, though single readings can be large or run the other way;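 note: 0% = wells with enzyme and -100% = buffer wells without enzyme; nearly all actives have a fitted effect of over 50% in size; many of its hits are not listed in these tables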
NPSR antagonist = antagonists of human neuropeptide S receptor cAMP signaling | CHO-NPSR cells, cAMP TR-FRET, antagonist mode | 220,000 tested, 1% active | Potency, µM (titrated, usually from 38.3 µM), inactives show at the highest dose activity change, negative = inhibition, usual class: inhibitors | Q6W5P4; note: % is set by controls: 0 for no effect and ±100 for the full control effect; nearly all actives have a fitted effect of over 50% in size; many of its hits are not listed in these tables
Epigenetic derep = epigenetic control regulation, reporter derepression | Potency, µM (doses to about 53.9 µM), without a hit: at the top dose GFP activation, usual class: activators | 280,000 tested, 0.2% active | murine LDR cells, GFP reporter derepression, 30 h; note: % of control where 0% means no effect; nearly all actives have a fitted effect of over 60% in size
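Reporter derepression read as number of fluorescent GFP-positive objects, 20-120 um in size, counted by laser-scanning cytometer. Mouse LDR line with an epigenetically silenced CMV-GFP locus; compound incubation 30 h, 37 C.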
IMPase Li cell = cell-permeable IMPase inhibitors with lithium potentiation; Potency, µM (highest dose often 59.4 µM), for the others: at the highest dose activity, negative = IMPase inhibition, most hits filed as inhibitors; CHO-M1 cells, IP1 TR-FRET (IP-One), carbachol + lithium; 210,000 tested, 0.35% active;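 note: IP1 builds up when IMPase is blocked and the TR-FRET signal falls; plate controls were basal vehicle for no effect and high inhibitor control for full effect; nearly all actives have a fitted effect of over 50% in size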
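CHO cells stably expressing M1 receptor (2000/well) were cultured 16–30 h, then exposed to compounds with a small lithium addition for 30 min at 37C. IP1 was measured by TR-FRET competition; AC50 from Hill fits.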
RGS12 GoLoco inh = RGS12 GoLoco-Gai1 interaction inhibition. Gai1:RGS12 GoLoco peptide FP, rhodamine, 10 min. Potency, µM (highest dose often 61.6 µM), without a hit: at the highest dose activity, negative = inhibition, hits mostly inhibitors. 230,000 tested, 0.44% active. AID 880; active = well fitted inhibition curve with a large enough effect, not every such curve was filed as active; inactive = no such curve, though single readings can be large or run the other way; note: % is set by controls: 0 for no effect and ±100 for the full control effect; nearly all actives have a fitted effect of over 30% in size; many of its hits are not listed in these tables
Target sequence (P63096 whole entry, looked up): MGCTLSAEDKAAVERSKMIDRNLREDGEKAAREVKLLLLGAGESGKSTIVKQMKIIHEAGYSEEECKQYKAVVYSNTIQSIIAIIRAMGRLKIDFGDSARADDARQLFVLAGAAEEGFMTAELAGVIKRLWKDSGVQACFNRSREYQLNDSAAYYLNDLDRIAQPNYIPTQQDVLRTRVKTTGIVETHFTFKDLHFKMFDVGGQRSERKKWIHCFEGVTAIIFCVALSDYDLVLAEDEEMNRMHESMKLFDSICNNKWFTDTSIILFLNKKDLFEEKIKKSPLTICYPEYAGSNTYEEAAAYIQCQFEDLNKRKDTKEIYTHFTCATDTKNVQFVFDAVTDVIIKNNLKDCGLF
The depositor's hits bear a star; i = inactive; ? = inconclusive; . = not tested or not shown; [ ] = another dose, or the depositor's remark. Unless noted, calls come from the whole dose curve; as a rule, active = well fitted curve in the direction sought with a large enough effect; inconclusive = small, poorly fitted or top-dose-only effect, or another doubt; inactive = no such curve, though single readings can be large; an effect the other way counts as inactive or inconclusive. Potency is the fitted concentration of half-maximal effect.

SMILES | SMN2 splice up | RECQ1 inh | Luc counter | KDM4E inh | NPSR antagonist | Epigenetic derep | IMPase Li cell | RGS12 GoLoco inh
O=C(Nc1ccccc1C(=O)N1CCOCC1)C1CCCO1 (stereo not given) | . | -2% | 1% | -2% | 3%[46.1 µM] | -2.1% | 17%[38.3 µM] | -7%
CSc1n[nH]c(=O)n1-c1ccc(Cl)cc1 | . | -1% | . | 9% | -13% | -1.3% | . | 6%
COc1ccc(CC(=O)N2CCN=C2SCc2ccc([N+](=O)[O-])cc2)cc1 | -47%[inhibitor] | -7% | -2% | -3% | -18% | 0.8% | 3% | 1%
COc1ccc(C2=NOC(C(=O)NCc3ccccn3)C2)cc1OC (stereo not given) | 12% | 12% | 19% | 4% | 5%[46.1 µM] | -0.1% | 19%[38.3 µM] | 1%
COc1cc(N2C(=O)c3ccccc3C2=O)c(Cl)cc1C(=O)OCC(=O)N1CCOCC1 | 4% | i | 0% | -2% | 9% | ? | -4% | 5%
Cn1c(=O)[nH]c(=O)c2c1nc(N1CCCCC1)n2CCOc1ccccc1 | -3% | -4% | -3% | -17% | -14%[46.1 µM] | 0.8% | 9%[38.3 µM] | 6%
Cc1ccc(N2CCN(S(=O)(=O)N3CCCCC3)CC2)c(C)c1 | . | -11% | -2% | -25% | 30% | -4.9% | 13% | 8%
CCCc1cc(C(=O)N2CCN(S(=O)(=O)c3ccc(OC)c(OC)c3)CC2)cs1 | -19% | i | 5% | 10% | -25%[46.1 µM] | 0.0% | 21%[38.3 µM] | 6%
CCOC(=O)c1c(NC(=O)C2=C(C)NC(=S)NC2c2ccc(F)cc2)sc(C)c1C (stereo not given) | -13% | -12% | 0% | ? | 9% | 0.7% | 0% | 17%
O=C1CN(c2cc(Cl)cc(Cl)c2)C(=O)CN1/N=C/c1cccnc1 | . | -7% | . | ? | 4% | 0.0% | . | 0%
CCN(CC(=O)Nc1ccc([N+](=O)[O-])cc1OC)CC(=O)NC(C)(C)C | 8% | -11% | -1% | -2% | 16% | 2.2% | 19% | -14%
CCOC(=O)c1c(NC(=O)Nc2ccc(C)cc2)sc2c1CCN(C)C2 | . | 0% | . | ? | ? | 1.2% | . | 4%

As a short view, part of the list above:
SMILES | SMN2 splice up | RECQ1 inh | Luc counter | KDM4E inh | NPSR antagonist | Epigenetic derep | IMPase Li cell | RGS12 GoLoco inh
O=C1CN(c2cc(Cl)cc(Cl)c2)C(=O)CN1/N=C/c1cccnc1 | . | -7% | . | ? | 4% | 0.0% | . | 0%
CCN(CC(=O)Nc1ccc([N+](=O)[O-])cc1OC)CC(=O)NC(C)(C)C | 8% | -11% | -1% | -2% | 16% | 2.2% | 19% | -14%
CCOC(=O)c1c(NC(=O)Nc2ccc(C)cc2)sc2c1CCN(C)C2 | . | 0% | . | ? | ? | 1.2% | . | 4%

Other compounds follow:
SMILES | SMN2 splice up | RECQ1 inh | Luc counter | KDM4E inh | NPSR antagonist | Epigenetic derep | IMPase Li cell | RGS12 GoLoco inh
Cc1cc2cc(CNS(=O)(=O)N(C)C)ccc2[nH]1 | 3% | -2% | -1% | ? | -5%[46.1 µM] | -1.0% | 9% | 0%
c1cncc(-c2cc(-c3cc(-c4cccnc4)n[nH]3)[nH]n2)c1 | 7%[9.22 µM] | . | -2%[7.66 µM] | . | . | . | -3% | 5%[14.2 µM]
Cc1ccc(C(=O)Nc2ccc([N+](=O)[O-])cn2)o1 | ? | -18% | ? | ? | 10% | -1.9% | 6% | 18%
Cc1ccccc1NC1=NCC(c2ccc([N+](=O)[O-])cc2)S1 (stereo not given) | ? | i | 0% | 2% | -23% | -2.2% | 14% | -8%
CCOc1ccc(NC(=O)CSc2nc3ccccc3c(=O)n2CCNC(C)=O)cc1 | -4% | -8% | 0% | -5% | -4%[46.1 µM] | -1.0% | 3%[38.3 µM] | -6%
CCOc1ccc(C(=O)Oc2ccc(NC(C)=O)cc2)cc1 | . | 11% | -2% | -6% | -25% | 1.1% | -4% | -3%
O=C(Nc1ccccc1)N1CCN(Cc2ccc(Cl)cc2)CC1 | -12% | 15% | 1% | -23% | 7% | 0.5% | 4% | 9%
Cc1ccc(N=Cc2sc(O)c3ccccc23)cc1 | 4.5µM* | -15% | -2% | 2% | ? | 16µM* | 52%[activator][38.3 µM] | 0%
O=C(CN1C(=O)c2ccccc2C1=O)N1CCN(C2c3ccccc3-c3ccccc32)CC1 | 1%[1.84 µM] | -13% | 1% | 2% | -12% | 1.0% | 8% | 2%
COc1ccc2nc(N3C(=O)CC(Cc4ccc(C)cc4)C3=O)sc2c1 (stereo not given) | -7% | 1% | 3% | -6% | -14% | 0.0% | 12% | 5%
COc1ccc(NC(=O)C2CCN(S(C)(=O)=O)CC2)cc1Cl | ? | 13% | -5% | -5% | 2%[46.1 µM] | 0.1% | 21%[38.3 µM] | 4%
COc1ccc(CCNC(=O)CSc2nnc(-c3ccccc3)o2)cc1OC | -2% | 0% | -3% | 1% | 0%[46.1 µM] | -2.8% | -6%[38.3 µM] | 6%
C[C@@H]1C[C@](C)(C(=O)c2ccco2)C=C1c1ccco1 | 2% | -6% | -1% | -9% | . | 6.8% | 0% | -1%
CN(C)/C=C1/C(=O)N(c2ccc([N+](=O)[O-])cc2)N=C1c1ccccc1 | 10µM* | -2% | -3% | ? | -32% | 0.0% | 8% | 3%
COc1ccccc1N1CCN(C(=O)c2c(C)noc2C)CC1 | . | -3% | . | 13% | -23% | 1.6% | . | 0%
CCc1ccccc1NC(=O)c1cc(-c2ccc(F)cc2)on1 | -6% | -3% | -2% | ? | 11% | -1.1% | -3% | -8%
CCOCCCNC(=O)c1ccc(CS(=O)(=O)Cc2ccccc2F)o1 | 1% | i | -1% | 6% | -5%[46.1 µM] | 0.0% | 28%[38.3 µM] | 5%
CC(C)(C)OC(=O)[C@H](C1N[C@@H](C(=O)O)C(C)(C)S1)N1C(=O)c2ccccc2C1=O (stereo not given in full) | -1%[9.22 µM] | . | -4%[7.66 µM] | . | . | . | -9% | 0%[14.2 µM]
COC(=O)c1sccc1NC(=O)c1c(C)cc(=O)oc1C | 7% | -6% | -3% | 3% | -3%[46.1 µM] | -1.2% | -9%[38.3 µM] | 3%
O=C(Nc1cnc2ccccc2c1)c1ccncc1 | 21% | 0% | ? | -6% | -7%[46.1 µM] | 1.3% | ? | -1%
CC1CCN(c2ccc(C(=O)NCc3ccco3)cc2[N+](=O)[O-])CC1 | -14% | 3% | -3% | 1% | -37% | -4.9% | 23% | 10%
COc1ccc(CNC(=O)COC(=O)c2cccnc2Nc2cccc(C(F)(F)F)c2)cc1 | -9% | i | 1% | 4% | -5%[46.1 µM] | -0.3% | 16%[38.3 µM] | 1%
CC1CCN(c2ccc(NC(=O)c3cccnc3)cc2)CC1 | 28µM* | -3% | -4% | -1% | -8%[46.1 µM] | 1.1% | 25%[38.3 µM] | 31%[activator]
CC1CCCN(C2=C(NS(=O)(=O)c3ccc(Cl)cc3)C(=O)c3ccccc3C2=O)C1 (stereo not given) | -29% | 0% | ? | -2% | -46% | 0.0% | 42%[activator] | -14%
CC1CCN(C(c2cc3cc4c(cc3[nH]c2=O)OCO4)c2nnnn2CC2CCCO2)CC1 (stereo not given) | -1% | -4% | 2% | ? | -2%[46.1 µM] | -2.9% | -15%[38.3 µM] | 10%
COc1ccccc1OCCNC(=O)c1cccs1 | 18% | i | -2% | -1% | 9%[46.1 µM] | -6.2% | 9%[38.3 µM] | -10%
Cc1c(NC2=NC(C)(C)Cc3ccccc32)c(=O)n(-c2ccccc2)n1C | 1% | -14% | -3% | 5% | -9%[46.1 µM] | 0.0% | 14% | -2%
O=C(COc1ccc(C2SCCS2)cc1)Nc1ccc(Cl)cc1 | . | 17% | . | 11% | 11% | 0.5% | . | 10%
c1csc(C2CCCN2c2nc3nonc3nc2NC2CC2)n1 (stereo not given) | . | -9% | 1% | 10% | 9% | 2.1% | 5% | -3%
CC1(C)CC(=O)C2=C(C1)N(Cc1ccc(F)cc1)C(=O)C2(NC(=O)c1cccnc1)C(F)(F)F (stereo not given) | -6% | -4% | 18% | 0% | -17%[46.1 µM] | -3.0% | 20%[38.3 µM] | -8%
CCOC(=O)N1CCN(S(=O)(=O)c2ccc(C(=O)Nc3nc4c(s3)CC(C)CC4)cc2)CC1 (stereo not given) | . | 0% | . | -1% | -6%[46.1 µM] | -1.0% | . | .
CC(=O)Nc1ccc2nc(CN3CCN(Cc4ccc(F)cc4)C(CCO)C3)ccc2c1 (stereo not given) | . | 10% | 3% | ? | -15% | 2.5% | 10% | -1%
N/C(=N\OC(=O)c1ccc(Cl)cc1)c1ccccn1 | 7.1µM* | -15% | 6.3µM* | 7% | -6%[46.1 µM] | 0.0% | -7%[38.3 µM] | 4%
O=C(CSc1nnc2ccccn12)Nc1ccc2c(c1)OCCO2 | . | i | . | -1% | 18% | -0.4% | -10% | -4%
Cc1ccc(NC(=O)CCC(=O)N/N=C/C=C/c2ccccc2)cc1 | -24%[1.84 µM] | -4% | -3% | 9% | 13% | 0.0% | 8% | 5%
COc1cc(O)c2c(=O)c3c(OC)c(O)ccc3oc2c1 | . | -4% | -1% | ? | -4% | 1.1% | 5% | 4%
CCOc1ccccc1-n1c(SCC(=O)N(CC)CC)nnc1-c1ccccn1 | -3% | i | 0% | 1% | -5%[46.1 µM] | -0.3% | -5%[38.3 µM] | 2%
Nc1nn2cc(-c3ccccc3)nc2c2ccccc12 | 4.5µM* | -9% | ? | ? | -8% | 1.3% | -17% | 9%
Cc1sc2nc(COC(=O)c3cccc(OC(F)F)c3)[nH]c(=O)c2c1C | . | -1% | . | -29% | 37% | -1.2% | . | 27%
CCOc1ccc(N2C(=O)CC(/C=C3/N(C)c4ccccc4C3(C)C)C2=O)cc1 (stereo not given) | -15% | 1% | -2% | -1% | ? | 0.7% | -2%[38.3 µM] | 86%[activator]
CC(C)C1Nc2c(O)cc(Cl)c([N+](=O)[O-])c2C2C=CCC21 (stereo not given) | -36%[inhibitor] | ? | -5% | -5% | -15% | 0.2% | 19% | -11%
Cc1cn(C)c(=O)n(C)c1=O | . | -7% | . | 9% | -22% | 0.0% | -1% | -3%
Cn1c(-c2ccco2)n[nH]c1=S | 21% | i | 0% | ? | 4% | 6.6% | -4% | 1%

This is a subset. The share of hits here may be higher or lower than overall.
